# Screening data deposited in PubChem by several laboratories.
# Rev-erbA mod – modulators of human Rev-erb alpha DNA binding. actives 0.79% (n = 370,000). Rev-erbα–FITC-DNA binding, fluorescence polarization, 90 min. AID 1259318. activity, % at 10 µM. P20393;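 active = activity above about 14%, limit read from the data; passing the limit was not always enough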;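 note: 0% = DMSO wells with 35 nM protein and 100% = DMSO wells with 750 nM protein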
# sPLA2-III inh – Inhibits HGIII-sPLA2 liposome hydrolysis, primary screen | inhibition, % at 12.2 µM | Q9NZ20 | actives 0.56% (n = 370,000) | QFRET BODIPY PC-A2 liposome hydrolysis, fluorescence;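 active = inhibition above mean plus 3 SD of compounds lying within the high and low control bounds, cut at about 19% in these data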;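 note: 0% = median of test compound wells and 100% = no enzyme DMSO wells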
# Target sequence (Q9NZ20 whole entry, looked up): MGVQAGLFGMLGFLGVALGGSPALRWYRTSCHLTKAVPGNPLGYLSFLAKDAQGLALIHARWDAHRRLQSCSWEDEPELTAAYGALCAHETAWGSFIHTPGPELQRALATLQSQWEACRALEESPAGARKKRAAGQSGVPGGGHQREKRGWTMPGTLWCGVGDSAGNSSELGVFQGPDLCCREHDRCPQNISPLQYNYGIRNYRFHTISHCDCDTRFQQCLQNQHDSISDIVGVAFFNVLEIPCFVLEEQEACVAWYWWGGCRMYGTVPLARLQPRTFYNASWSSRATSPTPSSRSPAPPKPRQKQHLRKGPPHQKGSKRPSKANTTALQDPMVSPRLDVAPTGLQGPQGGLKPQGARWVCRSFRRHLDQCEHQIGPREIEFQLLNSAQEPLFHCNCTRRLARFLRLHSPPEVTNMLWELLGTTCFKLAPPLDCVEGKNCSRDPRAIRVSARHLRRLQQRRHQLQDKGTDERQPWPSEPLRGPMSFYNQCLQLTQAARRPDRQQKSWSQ
# GAA850 FXN act – frataxin GAA850 promoter activation; HEK293 lucGAA850 FXN promoter luciferase reporter, 24 h; percent of 10 µM SAHA response; activation, % at 6 µM; actives 0.56% (n = 360,000);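 active = activation above the average of all compounds screened plus 3 SD, cutoff fixed separately per campaign, cut at about 7.5% in these data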;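 note: 0% = DMSO wells and 100% = 10 µM SAHA wells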
# DAX1 inh-1 – blocks DAX1 repression of SF-1 activated StAR promoter | actives 1.1% (n = 370,000) | HEK293T StAR-luciferase reporter, SF-1/DAX-1 repression relief | inhibition, % at 6.8 µM | AID 652010;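 active = inhibition above the mean over all tested compounds plus 3 SD, cut at about 3.6% in these data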;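 note: 0% = DAX-1 cells with DMSO and 100% = cells lacking DAX-1 with DMSO; higher inhibition means more luminescence from relief of DAX-1 repression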
# PLC-beta3 inh – inhibitors of human phospholipase C beta3; Q01970; Purified PLC-beta3, fluorogenic substrate, fluorescence; inhibition, % at 12.2 µM; actives 0.18% (n = 370,000); in the data active = inhibition above about 11%;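 note: 0% = median of compound wells on plate and 100% = full blocker control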
# DAX1 inh-2 – inhibitors of human orphan nuclear receptor DAX1 (NR0B1) | actives 0.99% (n = 340,000) | inhibition, % at 6.75 µM | P51843 | AID 504766 | HEK293 Gal4-DAX1 luciferase reporter, luminescence;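 active = inhibition above the mean over all tested compounds plus 3 SD, cut at about 4.2% in these data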;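 note: 0% = DAX1-transfected cells with DMSO and 100% = empty-vector control cells with DMSO; inhibition shows as a rise in luminescence from relieved DAX1 repression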
# Target sequence (P51843 207-470 limits assumed): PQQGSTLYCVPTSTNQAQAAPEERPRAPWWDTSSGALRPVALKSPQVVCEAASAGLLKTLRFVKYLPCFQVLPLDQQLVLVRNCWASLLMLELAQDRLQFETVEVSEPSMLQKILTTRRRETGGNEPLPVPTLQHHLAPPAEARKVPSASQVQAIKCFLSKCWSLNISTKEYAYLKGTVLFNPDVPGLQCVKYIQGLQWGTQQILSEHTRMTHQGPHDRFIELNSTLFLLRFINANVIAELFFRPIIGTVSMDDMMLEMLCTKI
# PG9 binder – PG9 antibody binding by small molecule; TR-FRET gp120-PG9 antibody binding; inhibition, % at 6.7 µM; actives 0.43% (n = 360,000); AID 624416; in the data active = inhibition above about 8.5%
# hgDAF12 agonist – agonists of H. glycines DAF-12 nuclear receptor. actives 1.8% (n = 370,000). activation, % at 6.8 µM. HEK293 GAL4-hgDAF12 UAS-luciferase reporter, agonist luminescence; normalized to butyrate control;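 active = activation above a cutoff set at the mean of all screened compounds plus 3 SD, cut at about 10% in these data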;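 note: 0% = DMSO wells and 100% = sodium butyrate wells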
# ssDAF12 agonist – S. stercoralis DAF-12 activation, primary screen; HEK293 ssDAF-12/GRIP1 lit1-tk-luc reporter, luminescence; % of 3 µM dafachronic acid response; activation, % at 6.8 µM; actives 1% (n = 370,000);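 active = activation above the mean over all tested compounds plus 3 SD, cut at about 0.9% in these data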;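 note: 0% = DMSO-only wells and 100% = 3 µM delta7-dafachronic acid wells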
# hcDAF12 agonist – activators of H. contortus DAF-12 nuclear receptor | HEK293 hcDAF-12 lit1-tk-luc reporter, luminescence; 0% DMSO, 100% Δ7-dafachronic acid | actives 1.4% (n = 370,000) | activation, % at 6.8 µM | AID 652067;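 active = activation above the mean of all tested compounds plus 3 SD, cut at about 5.5% in these data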;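 note: 100% = response to 3 µM Δ7-dafachronic acid high control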
# SMARCA2 act – SMARCA2 function activation, primary screen | actives 1% (n = 370,000) | activation, % at 9.1 µM | MG213 cells, MMTV-luciferase reporter, dexamethasone, overnight; in the data active = activation above about 7.8%;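 note: 0% = vehicle wells and 100% = reference activator wells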
# * marks the source's active call; other numbers are inactive results; i = inactive; x = no result given.
SMILES,Rev-erbA mod,sPLA2-III inh,GAA850 FXN act,DAX1 inh-1,PLC-beta3 inh,DAX1 inh-2,PG9 binder,hgDAF12 agonist,ssDAF12 agonist,hcDAF12 agonist,SMARCA2 act
Cc1ccc(OCC(=O)N/N=C/c2ccco2)cc1,0,6,1.1,0.5,-4,1.1,0.9,0.1,-2.0,0.0,0
Cc1ccc(NS(=O)(=O)c2cc(NC(=O)c3ccc4c(c3)NC(=O)CS4)ccc2Cl)c(C)c1,-1,-39,3.6,-1.4,-2,-0.5,-1.6,-3.2,-1.7,-3.3,-3
Cc1ccc(S(=O)(=O)c2c(C)nn(-c3ccccc3)c2OC(=O)c2ccco2)cc1,-5,0,0.0,1.2,9,0.8,0.8,-0.1,-1.2,0.9,-2
CN(C)/C=C(\C#N)C(=O)N/N=C(\CC(=O)C(F)(F)F)c1ccco1,7,-4,-0.4,-0.5,-4,1.3,0.9,1.5,-1.5,-0.7,0
COc1ccc(CN(C)C(=O)CCN2C(=O)c3ccccc3C2=O)c(OC)c1OC,-2,4,-0.8,-0.1,-2,-0.1,-2.9,0.1,-1.1,-2.1,-1
Cc1nn(-c2ccccc2)c2sc(C(=O)NNC(=O)COc3cccc4ccccc34)cc12,9,-1,-1.9,0.1,0,0.6,10*,-0.8,-1.5,0.0,-1
O=C(CSc1ccccn1)C12CC3CC(CC(C3)C1)C2,4,-18,-0.2,-0.5,2,-0.1,-2.0,1.9,-1.0,-1.8,-3
CC(C)Cc1nc(SCC(=O)N2CCCCC2)c2c(=O)n(C)c(=O)n(C)c2n1,-3,5,-1.3,2.0,-5,-0.1,-0.1,-1.6,-1.4,-1.6,-2
COC(=O)c1ccc2nc(C3CCCCC3)c(Cc3ccccc3C(F)(F)F)n2c1,18*,-4,x,3.6*,-27,x,-2.6,1.6,-0.5,2.1,2
C/C(=N\NC(=S)NC1CCCCC1)c1cccc(C(F)(F)F)c1,6,4,3.5,1.3,-3,4.1,-0.9,0.1,-1.2,0.5,-5
Cc1ccc(NC(=O)c2ccc(-n3cccn3)c([N+](=O)[O-])c2)cc1,4,-2,-1.4,-1.0,0,-0.8,-1.7,-0.9,-1.2,-2.6,-1
Cc1cccc(NC(=O)CCCC(=O)OC(C)C(=O)c2ccccc2)c1 (stereo not given),9,-5,1.6,-0.4,-5,-0.4,1.3,-0.4,-1.5,-3.4,-1
COc1ccc(Nc2nc(C)nc3c2nnn3Cc2ccccc2Cl)c(OC)c1,21*,-2,-0.4,0.2,-14,-1.0,-1.1,1.4,-0.2,-0.7,-1
Cc1ccc(Cl)cc1NC(=O)Cn1cc(C(F)(F)F)cc(Cl)c1=O,4,1,-0.7,-0.2,2,0.7,-1.9,-1.6,-0.8,0.3,-1
CC(C)Oc1cccc(NC(=O)c2cnccc2C(F)(F)F)c1,-3,1,-1.0,0.1,-1,1.6,-1.8,-1.7,-1.9,0.2,-1
Cc1c(OC(C(=O)O)c2ccccc2)ccc2c1oc(=O)c1ccccc12 (stereo not given),-4,-3,-0.4,0.1,i,1.9,-0.5,-0.5,-0.7,1.9,-2
COc1ccccc1N(CC(O)Cn1ccnc1C)S(=O)(=O)c1ccccc1 (stereo not given),4,9,-0.3,-0.1,2,-0.9,-1.4,-1.7,-1.4,-0.4,0
O=C(NCC1CCCO1)NC12CC3CC(CC(C3)C1)C2 (stereo not given),-2,2,2.0,0.0,-17,1.1,-0.4,1.2,-2.3,0.2,2
O=C1N=c2ccccc2=C1c1[nH]c(=S)[nH]c1O,3,11,1.1,-0.4,-3,-2.2,-10,0.5,-0.8,2.6,-1
NC(CCC(=O)O)C12CC3CC(CC(C3)C1)C2 (stereo not given),-3,1,4.8,-0.9,-10,-0.9,0.2,0.2,-0.5,0.9,-2
CC(C)(C)c1ccc(C(=O)NCC(=O)OCC(=O)N2CCN(S(=O)(=O)c3ccc(Cl)cc3)CC2)cc1,1,-12,1.1,2.4,-7,0.6,1.5,3.5,-0.3,15*,1
O=C(OCc1cc(Cl)ccc1OC(F)F)c1cc(S(=O)(=O)O)ccc1O,-1,-12,x,0.1,-10,x,-0.1,-1.4,-1.0,-1.7,0
CCn1c(SCC(=O)Nc2nccs2)nnc1-c1ccc(S(=O)(=O)N2CCCCC2)cc1,-9,1,-2.1,-0.6,0,-1.1,-0.3,-1.9,-1.6,-0.8,-3
Cc1ccc(CCNS(=O)(=O)c2ccc3c(c2)NC(=O)CCS3)cc1,5,-24,0.6,0.3,-6,0.4,0.3,1.8,-0.7,-0.2,-1
Cc1cccc(NC(=O)CN(C)S(=O)(=O)c2cnc[nH]2)c1C,2,-5,1.5,0.2,-1,2.3,-1.6,1.7,-1.2,0.4,-1

# An excerpt from above, showing only DAX1 inh-1, ssDAF12 agonist and hcDAF12 agonist.
SMILES	DAX1 inh-1	ssDAF12 agonist	hcDAF12 agonist
Cc1ccc(OCC(=O)N/N=C/c2ccco2)cc1	0.5	-2.0	0.0
Cc1ccc(NS(=O)(=O)c2cc(NC(=O)c3ccc4c(c3)NC(=O)CS4)ccc2Cl)c(C)c1	-1.4	-1.7	-3.3

# Later entries
SMILES,Rev-erbA mod,sPLA2-III inh,GAA850 FXN act,DAX1 inh-1,PLC-beta3 inh,DAX1 inh-2,PG9 binder,hgDAF12 agonist,ssDAF12 agonist,hcDAF12 agonist,SMARCA2 act
COc1cccc(N(C(=O)c2sc(C)nc2C)C(C(=O)NCC2CCCO2)c2ccccc2)c1 (stereo not given),0,5,1.7,0.4,-2,0.7,2.4,2.7,-0.5,1.4,-3
CNNC(=O)C(C)NC(=O)c1ccc(Br)cc1 (stereo not given),-5,-5,1.0,-0.1,0,-0.2,-0.2,4.3,-0.7,1.1,-2
CCc1nc2ccc(C(=O)Nc3ccc(NC(C)=O)cc3)cc2nc1CC,-1,1,-0.4,1.8,1,-1.2,-0.3,-3.7,-1.3,-3.0,1
CN(C)c1ccc(N2CC(C)(C)C2=O)cc1,-8,3,0.5,-0.3,0,0.0,-5.8,5.0,-0.1,2.5,3
O=C(Nc1ccc(N2CCOCC2)cc1)c1cccc(S(=O)(=O)N2CCCC2)c1,-4,1,-0.8,0.0,1,-1.3,-2.3,-1.1,-1.6,-0.8,0
C=CCN1C(=O)c2ccccc2Sc2ccc(C(=O)N3CCN(C)CC3)cc21,-2,-3,-0.5,-0.3,2,-0.4,1.6,-2.5,-0.8,-1.2,0
C[C@H]1CN([C@@H](C)CO)C(=O)c2cccc(NC(=O)C3CC3)c2O[C@H]1CN(C)Cc1ccc(-c2ccccc2)cc1,-4,-18,-1.6,0.0,6,-1.4,-0.4,-2.5,-0.5,-2.3,-1
CCN(C(=S)NC(=O)CCc1ccccc1)c1ccccc1,2,2,-1.5,0.0,3,-0.4,0.0,-2.7,-0.5,-0.9,-2
CCOc1ccc(-n2c(SCC(=O)Nc3cc(C)c(NC(=O)c4ccccc4)cc3OC)nnc2-c2cccc(Cl)c2)cc1,-4,2,x,-3.0,-27,x,x,-2.8,-1.5,-2.7,-6
O=S(=O)(c1ccc(S(=O)(=O)N2CCC(O)CC2)cc1)N1CCCC1,-2,-2,0.1,0.0,-2,1.2,-3.9,0.0,-0.9,1.1,-1
COc1ccc(-n2nc(C(=O)NCC(=O)Nc3cc(OC)c(OC)c(OC)c3)c3ccccc3c2=O)cc1,1,2,-5.5,-1.1,-41,-3.3,0.8,-4.9,-1.8,-4.5,1
COc1ccc(CNC(=O)Cn2nc([N+](=O)[O-])c(Br)c2C)cc1OC,-2,4,-0.5,0.0,0,-0.6,-1.5,-2.6,-0.7,0.7,3
CSCCC(NS(=O)(=O)c1cccc(C(F)(F)F)c1)C(=O)Nc1ccccc1N1CCCC1 (stereo not given),3,-8,3.1,0.3,-4,-0.1,-0.8,2.8,-1.2,1.3,-2
O=C(Nc1ccccc1)Oc1cccc(Br)c1,-7,1,4.5,0.3,-3,1.8,0.3,4.7,-0.3,1.5,-3
CCn1c(C(=O)NCc2ccccn2)cc2sccc21,-3,3,0.2,0.9,0,0.9,-0.2,1.4,-2.2,-0.2,-2
COc1ccc(-c2nnn(CC(=O)N(CCO)C(C(=O)NC3CCCC3)c3ccncc3)n2)cc1 (stereo not given),-1,-10,1.4,-0.2,1,x,-2.0,-0.9,-0.9,-0.7,-2
O=C(CSc1nc2ccccc2[nH]1)Nc1ccc2[nH]c(=O)[nH]c2c1,-7,-18,0.6,2.6,-3,0.5,-5.2,0.2,-0.6,1.5,-5
CC(C)(C)c1ccc(-c2noc(CCC(N)=O)n2)cc1,-5,4,-17,-3.2,-1,-3.6,-1.5,-14,-3.4,-6.5,-12
Cc1cc(NC(=O)C2CCCC2)nc2c1c(=O)oc1ccccc12,3,2,1.6,-0.8,-5,-0.1,-3.7,3.0,-0.8,0.3,2
COc1ccc(NC(=O)/C(C#N)=C/c2c(C)nn(-c3ccc(F)cc3)c2Cl)cc1OC,1,-7,-0.7,0.2,0,-1.0,-2.3,-0.7,-1.8,-0.7,-1
CCn1cc(C2C3=C(CC(C)(C)CC3=O)N(c3ccccc3)C3=C2C(=O)CC(C)(C)C3)c(C)n1,-4,5,1.6,-0.1,-19,0.0,1.1,-2.0,-0.7,3.0,0
Cc1cccc(N=N/C(=C\O)C(=O)c2ccc(Br)cc2)c1,11,-3,-1.5,-0.1,0,-0.5,-1.5,1.2,-0.2,0.1,0
COc1cccc(CN2CCC2(C)C(=O)Nc2cccc(Oc3ccccc3)c2)c1F (stereo not given),2,-11,-4.5,-5.1,-15,x,0.8,1.8,-2.0,-2.5,-4
CCOC(=O)CSc1ccc2nnc(-c3cccnc3)n2n1,7,-1,0.1,-0.8,-50,0.5,0.3,0.7,-1.1,1.4,-2
COc1ccc(NC(=O)n2nc(OC(=O)c3cccs3)cc2N)cc1,-2,12,2.9,1.4,0,1.9,-1.4,9.0,-0.5,1.5,9.1*
# Next results
SMILES,Rev-erbA mod,sPLA2-III inh,GAA850 FXN act,DAX1 inh-1,PLC-beta3 inh,DAX1 inh-2,PG9 binder,hgDAF12 agonist,ssDAF12 agonist,hcDAF12 agonist,SMARCA2 act
COc1cccc(C(=O)Nc2cc(Cl)c(O)c(Cl)c2)c1,1,6,-0.1,1.0,8,0.8,-5.0,0.7,-0.6,-0.1,5
Cc1ccc(S(=O)(=O)N2CCCC2C(=O)Nc2ccc(O)cc2)cc1 (stereo not given),3,-6,-0.3,-0.7,1,2.4,0.1,0.2,-0.9,-1.1,-1
Cc1ccc(-n2ncc(C(=O)Nc3cc(Cl)cc(Cl)c3)c2C2CCNCC2)cc1C,-4,-19,-3.1,-1.0,2,0.1,-3.4,2.4,-2.5,-1.1,5
O=C(COC(=O)/C=C/c1cccc(F)c1)NCc1ccc2c(c1)OCO2,-10,6,-3.0,-0.4,4,0.0,0.1,1.7,-1.1,-1.7,-2
Cc1cc(C(=O)N2CCCC(N3CCN(c4cccc(Cl)c4)CC3)C2)n(C)n1 (stereo not given),-6,6,0.6,-0.9,-3,-0.8,-0.8,-0.8,-0.8,-3.2,-4
Cc1csc(NC(=O)C(Cc2ccccc2)n2cccc2)n1 (stereo not given),-5,-30,-1.2,-0.7,-2,-0.1,0.5,-1.6,-1.9,-1.6,3
Cc1cc(C)cc(N2CC(C)Cn3c2nc2c3c(=O)[nH]c(=O)n2C)c1 (stereo not given),-2,13,-1.4,0.1,-9,0.0,0.5,-0.4,-0.9,-1.5,-3

# The order is random; about 7% have a hit in one of these screens.
